# FLuc modulator = inhibits or activates purified firefly luciferase, miR-21 counter-screen; P08659; purified FLuc, Km substrates, luminescence inhibition; Potency, µM (top dose mostly 57.5 µM), inactives show at the top dose activity change, negative = inhibition, usual class: inhibitors; 360,000 tested, 6.9% active; active means well fitted inhibition curve with a large enough effect; inconclusive means small, poorly fitted or top-dose-only effect;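 further: plate controls were vehicle for no effect and reference inhibitor for full effect; nearly all actives have a fitted effect of over 55% in size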
# Target sequence (P08659 whole entry, looked up): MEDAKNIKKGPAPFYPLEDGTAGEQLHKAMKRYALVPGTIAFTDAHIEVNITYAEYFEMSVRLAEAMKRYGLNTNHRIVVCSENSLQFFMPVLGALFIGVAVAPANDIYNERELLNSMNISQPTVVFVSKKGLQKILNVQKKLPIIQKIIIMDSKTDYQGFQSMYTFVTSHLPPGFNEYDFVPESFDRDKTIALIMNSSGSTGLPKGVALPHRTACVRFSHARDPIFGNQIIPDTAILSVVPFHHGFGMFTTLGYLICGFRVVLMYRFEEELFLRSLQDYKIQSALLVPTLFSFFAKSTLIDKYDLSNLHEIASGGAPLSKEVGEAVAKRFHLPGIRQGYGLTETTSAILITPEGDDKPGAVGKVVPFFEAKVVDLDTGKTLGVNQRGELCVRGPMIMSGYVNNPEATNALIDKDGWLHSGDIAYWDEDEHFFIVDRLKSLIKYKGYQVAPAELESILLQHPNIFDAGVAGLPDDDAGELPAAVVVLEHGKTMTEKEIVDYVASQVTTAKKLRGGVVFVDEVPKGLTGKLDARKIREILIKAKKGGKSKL
#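 Purified P. pyralis luciferase (10nM final) with 10uM D-luciferin and 10uM ATP (Km levels) in 50mM Tris acetate pH 7.5, 10mM Mg acetate, 0.01% Tween-20, 0.05% BSA; qHTS 6-point titration, ~60 µM downward; luminescence read.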
# * hit, by the source's call; ? = inconclusive. Potency means the concentration at half of the fitted maximal effect. Only part of the results is shown; rates above refer to the full screens.
no.	Molecule	FLuc modulator
1	Cc1ccc(S(=O)(=O)NCC(c2ccc(N(C)C)cc2)N2CCCC2)cc1 (stereo unspecified)	-0.6%
2	CCCCNC(=O)CN1C(=O)c2c(c3ccccc3n2C)C1c1ccc(OC)cc1 (stereo unspecified)	2.1%
3	CCOC(=O)c1c(C)[nH]c(CCC(=O)NCCCN2CCN(c3cccc(Cl)c3)CC2)c1C	-6.7%
4	CC1=C(C(=O)Nc2ccccc2)C(c2ccccc2Cl)n2ncc(C(=O)Nc3cccc(C)c3)c2N1 (stereo unspecified)	-3.5%
5	COc1cccc(C(=O)CC2(O)C(=O)Nc3ccc(Cl)cc32)c1 (stereo unspecified)	2.7%
6	CCn1cnc2c(=O)oc3ccc(S(=O)(=O)N4CCN(c5cc(C)ccc5C)CC4)cc3c21	-1.9%
7	Cc1cc(C)cc(S(=O)(=O)c2cn(C)c3cc(N4CCCC4)c(F)cc3c2=O)c1	0.2%
8	CCN1CCC(N(Cc2ccc3c(c2)OCO3)C(=O)Nc2ccc(Br)c(C)c2)CC1	-1.6%
9	Cc1ccc(N(C(=O)COc2ccccc2C)S(=O)(=O)c2ccc(Cl)cc2)cc1	-2.2%
10	COc1ccc(NC(=O)Cn2c(=O)c(-c3cc(C)ccc3NC(C)=O)nc3ccccc32)c(OC)c1	-2.1%
11	CCc1ccc(NC(=O)CC2C(=O)N(c3cccc(OC)c3)C(=O)N2C2CCCC2)cc1 (stereo unspecified)	-4.1%
12	COc1ccc(-c2csc3ncnc(Nc4ccccc4)c23)cc1	-5.1%
13	CCN(CC)S(=O)(=O)c1ccc(NC(=O)CCc2c(C)nc3cc(-c4ccc(Cl)cc4)nn3c2C)cc1	?
14	CCn1c(CN2CCC(C)CC2)nc2cc(NC(=O)c3ccc([N+](=O)[O-])cc3)ccc21	0.1%
15	CCc1ccc(-n2nc(CO)c(C(=O)NC)n2)cc1	15.1µM*
16	Cc1ccc(-c2cn3c(n2)sc2cc(C(=O)NCCCN4CCCCCC4)ccc23)cc1	-12.9%
17	O=C(CSc1cn(CC(=O)N2CCOCC2)c2ccccc12)Nc1ccccc1C(F)(F)F	0.4%
18	CCc1ccc(NC(=O)C2CCN(S(=O)(=O)c3c(C)noc3/C=C/c3cccs3)CC2)cc1	-2.8%
19	O=C(CCn1c(=O)c2sccc2n(Cc2cccc(F)c2)c1=O)NCc1ccc2c(c1)OCO2	-0.8%
20	CC(C)NC(=O)c1nn(C)c2c1CS(=O)(=O)c1ccccc1-2	0.0%
21	O=C(CSc1nc2c(c(=O)[nH]1)CCC2)Nc1cc(C(F)(F)F)ccc1Cl	0.6%
22	O=S(=O)(Nc1ccc(-c2ccc(N3CCCC3)nn2)cc1)c1cccc(C(F)(F)F)c1	?
23	CCn1c(=O)cc(OCC(=O)Nc2ccccc2Cl)c2ccccc21	-15.6%
24	COc1ccc(C(=O)Nc2cc3c(cc2N2CCCC2)n(C)c(=O)c(=O)n3C)cc1OC	-1.4%
25	CCc1cccc(C)c1NC(=O)CSc1nc2ccccc2nc1Cc1ccccc1	-2.0%
26	CCOc1ccccc1NC(=O)C1CCN(S(=O)(=O)c2cc(Br)cc3c2N(C(C)=O)CC3)CC1	-17.3%
27	Cc1ccc(-c2nnc3c4ccccc4c(C)nn23)cc1NC(=O)c1ccccc1	-17.3%
28	CC(C)c1ccc(NC(=O)Cn2c(=O)n(Cc3nc(-c4ccccc4)no3)c(=O)c3cc4c(cc32)OCO4)cc1	-0.9%
29	CC1CCCCN1C(=O)Cn1ncc2c3ccccc3n(Cc3ccccc3F)c2c1=O (stereo unspecified)	1.5%
30	C=CCc1ccccc1OCc1nc2ccc(C)cc2[nH]1	?
31	CCCS(=O)(=O)N1CC(=O)N(c2ccccc2F)C(C)(C(=O)NC2CCCCCC2)C1 (stereo unspecified)	4.4%
32	CCOc1ccccc1NC(=O)Cn1nnc2sc(-c3ccccc3)cc2c1=O	-12.5%
33	Cc1ccc2nc(N3CCN(c4cccc(C(F)(F)F)c4)CC3)c3nnnn3c2c1	-1.2%
34	Cc1nc2ccn(Cc3cccs3)c(=O)c2cc1C(=O)NCc1ccccc1	-5.3%
35	O=C(COc1ccccc1)N(Cc1cccnc1)c1nc2c(F)cccc2s1	-12.8%
36	COc1ccccc1CCNc1ncnc2c1nnn2C	3.1%
37	CCOC(=O)c1ccc(NC(=O)CSc2c(C(C)C)cnc3c2c(=O)n(C)c(=O)n3C)cc1	-8.6%
38	CCc1nnc(NC(=O)c2nc(SCc3ccc(F)cc3)ncc2Cl)s1	12µM*
39	CC(=O)N1CCC(N(Cc2ccco2)C(=O)Nc2ccc(Br)cc2F)CC1	0.5%
40	O=C(Nc1sc2c(c1C(=O)NCc1ccccc1)CCCC2)c1cc(=O)c2ccccc2o1	-11.7%
41	COc1ccccc1CNS(=O)(=O)c1c(C(=O)N2CCC(C)CC2)c(C)n(C)c1C	-1.4%
42	COc1cc(C2c3c(-c4ccccc4O)n[nH]c3C(=O)N2Cc2ccncc2)ccc1O (stereo unspecified)	4.1%
43	CCc1ccc(-c2nn(CC(=O)NC3CCCCC3)c3c2cnc2ccc(F)cc23)cc1	-6.3%
44	O=C(Cn1ncc2c3ccccc3n(Cc3ccc(F)cc3)c2c1=O)NCCC1=CCCCC1	-0.8%
45	COc1cc(NC(=O)c2cc3ccccn3n2)cc(OC)c1OC	?
46	CCOCCCNC(=O)C(c1ccc(C)cc1)N(Cc1ccc2c(c1)OCO2)C(=O)c1ccccc1O (stereo unspecified)	-14.1%
47	COc1ccc(Cn2ccc3nc(C)c(C(=O)Nc4ccc(F)cc4)cc3c2=O)cc1	-3.6%
48	CC(C)n1cc2c(c1-c1ccccc1Cl)c(=O)n(C)c(=O)n2C	-1.8%

# From compound 41 up to 44, copied from above:
no.	Molecule	FLuc modulator
41	COc1ccccc1CNS(=O)(=O)c1c(C(=O)N2CCC(C)CC2)c(C)n(C)c1C	-1.4%
42	COc1cc(C2c3c(-c4ccccc4O)n[nH]c3C(=O)N2Cc2ccncc2)ccc1O (stereo unspecified)	4.1%
43	CCc1ccc(-c2nn(CC(=O)NC3CCCCC3)c3c2cnc2ccc(F)cc23)cc1	-6.3%
44	O=C(Cn1ncc2c3ccccc3n(Cc3ccc(F)cc3)c2c1=O)NCCC1=CCCCC1	-0.8%

# Other entries.
no.	Molecule	FLuc modulator
49	Cc1cc(C)c(C(=O)Nc2ccccc2)c(SCC(=O)Nc2ccc(Br)cc2C)n1	-1.1%
50	Clc1cccc(Nc2ncnc3c2nc2n3CCCCC2)c1	6.75µM*
51	COc1ccc(N2CC(c3nc(-c4cc(OC)c(OC)c(OC)c4)no3)CC2=O)cc1Cl (stereo unspecified)	6.4%
52	O=C(Cn1cc(SCc2ccc(C(F)(F)F)cc2)c2ccccc21)N1CCCC1	?
53	CCOc1ccccc1N(CC)C(=O)Cn1ncc2c([nH]c3ccccc32)c1=O	-1.1%
54	COc1ccc(-n2ncc(C(=O)N3CCc4ccccc4C3)c2C2CCN(C(=O)OC(C)(C)C)CC2)cc1	1.0%
55	CCOc1ccc(CNC(=O)C2CCCCN2S(=O)(=O)c2ccc(F)cc2)cc1OC (stereo unspecified)	-4.2%
56	CCOc1ccccc1C(=O)Nc1cc2c(cc1N1CCCCC1)n(C)c(=O)n2C	-13.9%
57	Nc1nc(Nc2cccc(C(F)(F)F)c2)sc1C(=O)c1ccccc1	-0.6%
58	COc1ccc(CNC(=O)c2cnn3c(C)c(Cc4c(F)cccc4Cl)c(C)nc23)cc1	-0.3%
59	CCOC(=O)C1CCCN(S(=O)(=O)c2ccc3c(c2)CCCN3C(C)=O)C1 (stereo unspecified)	-2.8%
60	CCOC(=O)c1c(NC(=O)c2cc3nc(-c4ccccc4)cc(C(F)(F)F)n3n2)sc2c1CCC(C)C2 (stereo unspecified)	-2.1%
61	Cc1cc2n(n1)CCCN2C(=O)Nc1cccc(C)c1C	-4.0%
62	CCCCNc1ncnc2c1nnn2C	-2.2%
63	Cc1ccc(N2CC(NC(=O)CCc3ccccc3)CC2=O)cc1C (stereo unspecified)	4.6%
64	CCOC(=O)N1CCc2c(sc(NCc3cc(OC)ccc3OC)c2C(=O)Nc2cc(OC)ccc2OC)C1	?
65	Cc1ccc(Nc2cc(-c3ccccc3)nc(C)n2)cc1	23.9µM*
66	CCc1nnc(SCc2cccc(F)c2)c2cc3sc(C)cc3n12	-9.7%
67	CCOCCc1nn2c(=O)cc(COC(=O)Cc3ccccc3)nc2s1	-3.1%
68	CCCS(=O)(=O)N1CCC(N2CCN(Cc3ccc(F)cc3)C(=O)C2=O)CC1	0.1%
69	COc1ccc(OC)c(-c2cc(C(=O)NC(C)c3ccccc3)no2)c1 (stereo unspecified)	-6.6%
70	CCOC(=O)c1ccc(NC(=O)CC2Nc3ccccc3NC2=O)cc1 (stereo unspecified)	4.7%
71	Cc1ccc(S(=O)(=O)Nc2cc3c(cc2N2CCOCC2)n(C)c(=O)n3C)cc1	-3.4%
72	CC(=O)N1CCCc2ccc(NS(=O)(=O)c3ccc(F)cc3F)cc21	-3.3%
73	Cc1ccc(Cl)cc1N1CCN(C(=O)CCS(=O)(=O)c2cc(Br)cc3c2N(C(=O)C2CC2)CC3)CC1	-15.5%
74	CC(C)c1ccc(S(=O)(=O)N2CCN(CC(=O)Nc3ccccc3C(F)(F)F)CC2)cc1	2.3%
75	CCOC(=O)c1ccc(NC(=O)C(CC)Sc2nnc3c4ccccc4n(C)c3n2)cc1 (stereo unspecified)	2.6%
76	O=C(CSc1nc2ccccc2nc1Cc1ccccc1)N1CCN(c2ccccc2)CC1	5.4%
77	COc1ccccc1N1CCN(S(=O)(=O)c2ccc(F)c(C(=O)Nc3ccc(Cl)cc3C(F)(F)F)c2)CC1	-0.6%
78	CCOc1ccc(Nc2ncnc3c2c(-c2ccccc2)cn3-c2cccc(C)c2)cc1	-5.5%
79	Cc1ccc(-c2c3c(=O)n(C)c(=O)n(C)c3c3c(-c4cccc(C)c4)nc4ccccc4n23)cc1	6.1%
80	COc1cccc(C(=O)Nc2cccc(OCc3cc(=O)n4cc(C)ccc4n3)c2)c1	?
81	Cc1ccc(Cl)cc1NC(=O)C1CCCN(S(=O)(=O)c2c(C)noc2/C=C/N(C)C)C1 (stereo unspecified)	-5.9%
82	CCOc1ccc2oc(=O)cc(CN3CCN(Cc4ccc(C)cc4)CC3)c2c1	4.4%
83	CCOc1ccc(OCC)c(NC(=O)c2cc(CN3CCOCC3)on2)c1	3.8%
84	CCCOC(=O)c1cccc(NC(=O)CSc2nnc3cc(C)c4ccccc4n23)c1	-5.8%
85	Cc1cccc(C)c1Nc1sc(C(=O)c2ccccc2)c(N)c1C(=O)Nc1ccc(F)cc1	-3.0%
86	CCOC(=O)c1c(NC(=O)CCCOc2ccc(C(C)(C)C)cc2)sc2c1CCCC2	-6.2%
87	Cc1cccc(CNC(=O)C2CCN(S(=O)(=O)c3ccc4c(c3)CCCN4C(=O)C3CCC3)CC2)c1	3.7%
88	O=C(Nc1ccc(-c2nc3cc(Cl)ccc3o2)cc1)c1cc(Br)ccc1Cl	?
89	COc1ccc(NC(=O)c2ccc3c(c2)nnn3C2CCCC2)cc1Cl	-2.2%
90	CCc1nnc(SCc2nc(-c3ccccc3Cl)oc2C)c2cc3sc(C)cc3n12	5.5%
91	Cc1nc2cccnc2n1C1CCN(S(=O)(=O)c2ccc(C(C)C)cc2)CC1	-19.7%
92	CCc1ccccc1NC(=O)CCS(=O)(=O)c1cccc2nonc12	0.2%
93	Cc1cc(NC(=O)c2cnc3c(-c4ccccc4)c(C)nn3c2C)ccc1Br	-8.4%
94	Cc1ccc(OCC(=O)N(Cc2ccco2)c2ccccn2)cc1	-28.7%
95	Nc1ncc(S(=O)(=O)NCc2ccc(Cl)cc2)cn1	1.9%
96	CCC(=O)N1CCc2cc(S(=O)(=O)NC(C(=O)Nc3cc(OC)cc(OC)c3)C(C)C)ccc21 (stereo unspecified)	-0.4%
97	Cc1cccc(CNC(=O)CCCN2C(=O)c3cccnc3Oc3ccccc32)c1	-2.5%
98	Cc1ccc(S(=O)(=O)NCCc2nnc3ccc(SCc4ccccc4F)nn23)cc1	-9.2%
99	COc1ccc(-n2ncc(C(=O)Nc3ccc4c(c3)OCO4)c2C2CCN(C(=O)OC(C)(C)C)CC2)cc1	-0.1%
100	CCc1cc2c(cc3c(=O)n(CC(=O)NCCc4ccccc4)ncn32)s1	0.8%
101	O=S(=O)(NCc1nc2cccnc2n1Cc1ccc(F)cc1)c1ccc2c(c1)CCCC2	-10.0%
102	Cc1ccc(-c2nnc(Nc3ccc(O)cc3)c3ccccc23)cc1S(=O)(=O)N1CCOCC1	-6.0%
103	COc1ccc(-n2ncc(C(=O)N3CCN(Cc4ccccc4)CC3)c2C2CCN(C(=O)OC(C)(C)C)CC2)cc1	0.8%
104	Cc1nn(-c2ccccc2)c2nc(C3CC3)cc(C(=O)Nc3cccc(F)c3)c12	1.9%

# Next part
no.	Molecule	FLuc modulator
105	CCOc1ccc(NC(=O)CSc2oc(-c3cccs3)nc2S(=O)(=O)c2ccc(Cl)cc2)cc1	-4.8%
106	Cc1ccc(-c2nc(CS(=O)(=O)CC(=O)NCc3ccc(Cl)cc3)c(C)o2)cc1	0.4%
107	CCC(C(=O)NCCc1cc(OC)ccc1OC)n1nc(C)c2sc3ccccc3c2c1=O (stereo unspecified)	?
108	Cc1cccc(N2CCN(CCNC(=O)Nc3ccc(Cl)cc3)CC2)c1C	-15.5%
109	Cc1ccc(CNc2ncnc3c2c(-c2ccccc2)cn3-c2ccccc2)cc1	4.0%
110	CCc1ccc(NC(=O)C(=O)NCCc2csc(-c3cccc(F)c3)n2)cc1	-2.1%
111	COc1ccc(CC(=O)N2CCc3cc(OC)c(OC)cc3C2COc2ccc3c(C)cc(=O)oc3c2)cc1OC (stereo unspecified)	1.9%
112	CCCSCCCNC(=O)C1CCN(C(=O)c2cc3sccc3n2C)CC1	-11.1%

# Compound activity: PubChem, National Center for Advancing Translational Sciences (NCATS)
